Source: PubChem BioAssay
NTR1 agonist: NTR1-driven beta-arrestin-GFP spot formation – imaging, U2OS cells, high content, primary screen (AID 493036); agonist mode; P30989; activation, % at 20 µM; 0.17% of 330,000 active;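 active means activation at or above 40% of the spot to cytoplasm intensity ratio, with at least 20 cells analyzed; inconclusive means wells under 20 cells, flagged as cytotoxic or low count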;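 further: 0% = DMSO without peptide and 100% = 100 nM NTR1 peptide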
Target sequence (P30989 whole entry, looked up): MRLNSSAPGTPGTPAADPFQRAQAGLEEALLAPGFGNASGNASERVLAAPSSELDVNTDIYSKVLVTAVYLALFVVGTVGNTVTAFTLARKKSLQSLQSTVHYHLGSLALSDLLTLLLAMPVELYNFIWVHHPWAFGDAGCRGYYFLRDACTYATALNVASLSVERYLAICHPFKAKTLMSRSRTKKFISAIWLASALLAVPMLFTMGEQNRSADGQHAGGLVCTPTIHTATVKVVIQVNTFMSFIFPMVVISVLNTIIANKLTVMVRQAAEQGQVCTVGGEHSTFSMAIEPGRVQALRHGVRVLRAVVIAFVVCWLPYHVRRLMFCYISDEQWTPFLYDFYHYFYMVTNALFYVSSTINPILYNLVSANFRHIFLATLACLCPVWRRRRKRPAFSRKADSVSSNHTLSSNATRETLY
West Nile antiviral: West Nile virus antiviral activity, cell-based, CPE readout (AID 1621) | CPE inhibition, % at 10 µM, or IC50 in µM where a hit was titrated | West Nile virus-infected cells, CPE inhibition; higher % means a stronger effect | 0.02% of 290,000 active; in the data active means a potency from the dose series; inconclusive means CPE inhibition mostly from about 3.7% at the one dose, without a potency; inactive means the rest, 99 in 100 with CPE inhibition below about 2.2%; further: strong numbers were not always called active
K1F lysis inhibition: inhibition of K1F phage lysis, E. coli UTI89, bacterial capsule biogenesis inhibitors, alamar blue (AID 488966); E. coli UTI89 K1F phage lysis, alamar blue, 2 h; higher % means a stronger effect; 0.02% of 340,000 active; one-dose inhibition, % at 100 µM; IC50 in µM for titrated hits;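 active means phage lysis inhibition, versus mean bacterial control, above a set limit; inconclusive means no clear call, values can overlap the other calls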;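 further: capsule biogenesis inhibitors block K1F phage lysis so surviving cells raise fluorescence; higher fluorescence means more inhibition of phage lysis; actives were called in the ten point dose series up to 300 µM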
NS5 inhibitors: flavivirus cap methylation enzyme inhibition – biochemical, confirmation dose response, primary screen (AID 588689) | Dengue-2 NS5 methyltransferase capping enzyme assay, biochemical; higher % means a stronger effect | one-dose inhibition, % at 25 µM; IC50 in µM for titrated hits | 0.3% of 340,000 active; in the data active means a potency from the dose series; inconclusive means inhibition above about 29% without an active follow-up result
T cell modulator: T cell immune modulators affecting CD8 T cell-vesicle binding; 2C CD8+ T cell-vesicle binding, flow cytometry; stronger effect = lower value; calls only at 7 µM; 0.068% of 330,000 active;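 active means response, share of CD8 T cells binding vesicles, and their 90th percentile fluorescence all below set limits, cut at about 80% in these data, passing the limit was not always enough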
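Incubation: binding step 1.5 h, 37 °C, antibody labelling 20 min, ice; system: murine 2C transgenic CD8+ T lymphocytes; technique: cytometric PE anti-B7-1 and Alexa647 anti-CD8 signals after 1% paraformaldehyde fixation; also added: QL9-charged Drosophila Ld/ICAM-1/B7-1 vesicles; control set: naked versus QL9-loaded vesicles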
MgcRacGAP inhibition: MgcRacGAP GTPase-activating activity inhibitors, confirmation, biochemical, ADP Hunter fluorescence; AID 624330; inhibition, % at 30 µM; hits with a dose series show IC50 in µM; MgcRacGAP-stimulated Rac1 GTP hydrolysis, ADP Hunter fluorescence; higher % means a stronger effect; GST-tagged Rac1 F28L mutant substrate; 0.6% of 340,000 active;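 active means first-screen hits whose inhibition reached a set limit at any dose in the follow-up dose series; inconclusive means inhibition above the set first-screen limit but never retested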;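 further: fluorescence reports GDP produced by GAP-driven GTP hydrolysis; strong numbers were not always called active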
RSV antiviral HEp-2: inhibition of RSV-induced cytopathic effect – HEp-2 cells, primary 10 µM value included (AID 2391); 0.13% of 310,000 active; HEp-2 cells, RSV-induced CPE inhibition; higher % means a stronger effect; CPE inhibition, % at 10 µM; hits with a dose series show IC50 in µM; in the data active means a potency from the dose series; inconclusive means CPE inhibition mostly from about 23% at the one dose, without a potency; inactive means the rest, 99 in 100 with CPE inhibition below about 21%; further: strong numbers were not always called active
Salmonella PhoP GFP: PhoP-dependent GFP reporter repression – Salmonella Typhimurium, primary screen (AID 1863) | S. Typhimurium PhoP-regulated promoter GFP reporter, 4 h; higher % means a stronger effect | one-dose inhibition, % at 50 µM; IC50 in µM for titrated hits | 0.16% of 300,000 active;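 active means inhibition over 29.93%, a cutoff 3 SD above the screen mean, later confirmed by dose response; inconclusive means inhibition over 29.93% but no dose response follow-up; inactive means inhibition at most 29.93% or unconfirmed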;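 further: 0% = low Mg2+ inducing control and 100% = high Mg2+ repressing control; strong numbers were not always called active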
SV40 large T antigen: TAg ATPase/helicase activity blockers – biochemical (AID 1903); SV40 large T antigen ATPase/helicase inhibition assay; higher % means a stronger effect; inhibition, % at 20 µM, or IC50 in µM where a hit was titrated; 0.39% of 310,000 active; in the data active means a potency from the dose series; inconclusive means inhibition mostly from about 32% at the one dose, without a potency; inactive means the rest, 99 in 100 with inhibition below about 32%; further: strong numbers were not always called active
T cell modulator vesicle-bound %: recorded beside T cell modulator, whose call it bears; double positive events, %; measured here: CD8+ vesicle-bound cell fraction;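 binding gate set so that unloaded-vesicle control wells show 10% double positive cells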
NTR1 agonist cell count 20 µM: recorded beside NTR1 agonist, whose call it bears; cell count; measured here: cell count, cytotoxicity flag
NS5 inhibitors pilot replicate: further read-out of NS5 inhibitors, marked with its call; inhibition, %; measured here: pilot screen replicate inhibition
The depositor's hits bear a star; i = inactive; u = inconclusive; x = no result given; [ ] = dose if it differs, or a comment.

SMILES	NTR1 agonist	NTR1 agonist cell count 20 µM	West Nile antiviral	K1F lysis inhibition	NS5 inhibitors	T cell modulator	T cell modulator vesicle-bound %	MgcRacGAP inhibition	RSV antiviral HEp-2	Salmonella PhoP GFP	SV40 large T antigen	others
CC(=O)OC(C(=O)NC1CCCCC1)c1ccc(Cl)c(Cl)c1 (stereo not given)	1.3	43	-1.6%	0.4%	6.3%	i	9.2	-6.6%	-0.9%	-2.0%	2.8%
CC1CN(c2cc(=O)n(-c3ccc(Cl)cc3)c(=O)[nH]2)CC(C)O1 (stereo not given)	x	x	0.3%	-0.6%	1.4%	x	x	5.0%	x	0.5%	9.4%
O=C(CCC(=O)N/N=C/c1c[nH]c2ccccc12)NCc1ccccc1	-1.7	43	-0.1%	5.0%	0.0%	i	35.8	5.0%	-0.3%	-3.2%	0.1%
O=C(Nc1nc2nc(-c3ccccc3)cc(-c3ccccc3)n2n1)c1ccco1	5.0	51	1.7%	3.6%	-5.1%	i	19.9	13.8%	-0.3%	0.2%	21.9%
CCn1c(NCc2ccc(OC)cc2)nc2ccccc21	-0.9	63	-1.0%	-0.1%	-0.7%	i	58.8	8.7%	1.2%	-3.4%	25.5%	NS5 inhibitors pilot replicate=-2.7
Cc1ccc(/C=N/NC(=O)c2ccccc2OCc2cccc(Br)c2)o1	18.0	17	-0.6%	x	x	i	32.5	x	6.7%	-5.3%	12.2%
CCn1c(=O)cc(SCC(=O)Nc2ccc(OC)c(OC)c2)c2ccccc21	1.2	85	2.2%	-1.6%	2.4%	i	26.0	1.7%	3.8%	-2.7%	24.6%
CCN(CC)S(=O)(=O)c1cccc(-c2nnc(SCCCC(=O)c3ccc(F)cc3)o2)c1	0.5	62	-0.1%	-0.1%	-9.1%	i	19.3	6.5%	1.2%	13.2%	19.4%
c1ccc(NC2=NCCN2CC2CCCC2)cc1	6.6	60	0.1%	0.8%	-4.8%	i	21.5	1.8%	3.7%	-6.8%	17.7%
CCN(CC)S(=O)(=O)c1ccc2[nH]cc(C(=O)NC3CC3)c(=O)c2c1	0.9	101	x	0.1%	0.0%	i	57.1	0.7%	-0.2%	x	7.8%
Cc1ccc(C2(c3ccccc3)NC(=O)N(CC(=O)NC3CCCCC3)C2=O)cc1C (stereo not given)	2.9	53	x	0.6%[50 µM]	1.5%	x	x	1.1%	x	x	x
Cc1ccc(C)c(-c2cc(C(=O)N/N=C/c3cccnc3)c3ccccc3n2)c1	2.3	58	-0.6%	0.1%	-6.7%	i	65.8	1.6%	6.7%	0.1%	15.3%
CC1(C)CC2CC(C)(CN2/C=N/c2sc3c(c2C#N)CC(C)(C)NC3(C)C)C1 (stereo not given)	6.1	48	0.0%	x	x	i	17.2	x	4.2%	-1.3%	11.4%
CN(C)c1ccc(C(=O)N2CC(=O)N(CCc3ccccc3)C(=O)C2)cc1	0.1	47	x	0.3%	2.0%	i	19.6	-0.6%	0.1%	3.4%	5.7%
CCC(c1nnnn1Cc1ccco1)N(Cc1ccccc1OC)Cc1cc2cc(C)ccc2[nH]c1=O (stereo not given)	9.3	62	-0.2%	0.3%	-9.4%	i	46.8	6.8%	5.0%	-18.6%	20.5%
CNC(=O)c1nnc(Cc2ccc(Cl)cc2)o1	-1.3	60	1.0%	2.1%	7.0%	i	18.2	-3.0%	0.4%	9.9%	1.6%
COc1cc(NC(=O)COC(=O)c2cnccn2)c(C)cc1[N+](=O)[O-]	0.6	62	0.9%	-0.2%[50 µM]	-4.6%	i	39.2	-11.8%	-0.7%	-0.5%	4.3%
CCOC(=O)CSc1nnc(CCc2nc3ccccc3[nH]2)n1C	-1.0	72	0.3%	0.2%	2.4%	i	11.3	5.1%	1.0%	1.1%	3.6%
CCCn1c(=O)c(C(=O)Nc2cccc(C)c2)c(O)c2ccccc21	4.1	68	-1.7%	-0.2%	-4.6%	i	55.4	8.5%	9.9%	7.9%	8.5%	NS5 inhibitors pilot replicate=-2.5
Cc1ccc(CNC(=O)CSc2nc3ccccc3c(=O)n2CC2CCCO2)cc1 (stereo not given)	3.8	60	x	0.5%[50 µM]	10.1%	i	55.2	1.9%	x	x	x
CCCOC(=O)C1=C(C)N(C)C(=O)NC1c1cc2c(cc1Br)OCO2 (stereo not given)	-2.0	62	0.1%	-0.1%	1.7%	i	38.5	8.0%	0.8%	10.5%	9.1%
Clc1cccc(-c2nnc3n2CCCCC3)c1	0.1	51	0.1%	3.4%	2.2%	i	64.2	3.6%	-0.8%	1.9%	6.7%
CN(C)/C=C(\C=O)c1cccc(Cl)c1	-0.3	92	0.1%	0.2%	5.3%	i	56.4	12.7%	0.1%	-7.0%	9.4%
CS(=O)(=O)Cc1ccc(C(=O)NC(c2ccccc2)c2ccccc2)cc1	-0.2	42	-0.5%	0.4%	8.1%	i	15.3	10.0%	1.1%	10.2%	2.2%
CCC(C)(C)n1nnnc1C(c1ccc(OC)c(OC)c1)N1CCN(c2ccc(OC)cc2)CC1 (stereo not given)	0.8	48	-0.3%	0.1%	-9.0%	i	52.6	15.6%	4.0%	3.6%	35.6%
CCCC(=O)Nc1ccc2nc(SCC(=O)Nc3ccc(N4CCOCC4)c(Cl)c3)sc2c1	4.8	47	0.3%	14.6%	-3.4%	i	41.6	0.1%	11.9%	-0.4%	1.7%
O=[N+]([O-])c1cc(Cl)ccc1-c1nc(-c2ccccc2)no1	x	x	-1.0%	3.9%	-4.4%	i	33.8	1.5%	0.2%	6.9%	-1.1%
COCCNC(=O)CN(C(=O)CCC(=O)Nc1cc(C)on1)c1ccc(C)cc1C	-0.9	69	0.1%	2.1%	2.2%	i	12.6	2.5%	2.3%	4.7%	16.6%
O=C(CN1CCCc2ccccc21)N/N=C/c1ccccc1	-0.9	44	-0.4%	2.9%	-0.7%	i	36.4	3.6%	4.4%	10.4%	1.7%
O=C(O)CCc1ccc(-c2ccccc2)n1-c1cccc(O)c1	-0.5	57	0.3%	6.4%	-0.7%	i	57.5	-3.4%	0.6%	11.5%	7.7%
O=[N+]([O-])c1ccc(N/N=C/c2ccc(OCc3cccc4ccccc34)cc2)nc1	7.0	36	0.8%	-3.0%	-4.3%	i	58.5	4.9%	2.9%	-2.8%	6.5%
O=C(c1ccccc1F)N1CCN(C(=O)C2CC2)CC1	0.2	65	0.3%	0.0%	-6.7%	i	35.5	3.2%	1.4%	0.7%	8.7%
C/C(Cn1nnc([N+](=O)[O-])n1)=N\NC(=O)c1ccncc1	1.2	27	0.4%	-0.5%	-3.1%	i	23.3	2.8%	-1.1%	1.7%	24.3%
O=C(O)COc1c(-c2ccco2)oc2ccccc2c1=O	-0.3	52	-0.1%	-0.5%	-4.4%	i	46.5	-0.8%	-0.9%	2.1%	18.1%
Cc1ccc2nsnc2c1NC(=O)c1ccc([N+](=O)[O-])cc1	-0.3	94	-0.3%	0.3%	1.8%	i	63.6	14.4%	2.2%	1.5%	1.9%
COC(=O)CNC(=O)C1CCN(C(=O)OCc2ccccc2)CC1	-0.2	52	0.2%	0.1%	-7.6%	i	27.6	5.3%	0.7%	11.0%	3.8%
CC(=O)Cc1nsc(NC(=O)c2cc(-c3ccccc3Cl)oc2C)n1	-3.4	90	0.2%	0.0%	-3.5%	i	37.8	6.8%	0.6%	-0.4%	-1.9%
CC1CC(C)CN(CCCNC(=O)C2CCCN(c3ncnc4c3nc3n4CCCCC3)C2)C1 (stereo not given)	-1.4	41	1.1%	0.0%	-4.1%	i	10.5	7.4%	0.2%	2.7%	1.5%
O=C(NCCc1ccccc1)C1CCN(C(=O)NCc2ccccc2)CC1	-1.0	85	-0.6%	0.3%	-3.2%	i	25.1	-4.0%	2.3%	4.8%	2.5%
Cn1c(=O)c(=O)n(C)c2cc(S(=O)(=O)N3CC(=O)N(CCc4ccccc4)C(=O)C3)ccc21	-0.4	58	0.1%	-0.1%	-0.6%	i	20.0	12.3%	1.5%	-11.0%	7.0%
CCN1c2cccc3cccc(c23)S1(=O)=O	1.4	87	x	5.6%	-4.0%	i	1.1	3.0%	5.9%	u	0.0%
CCOC(=O)C(C)NC(=O)Cn1ncc2c(=O)oc3ccc(C)cc3c21 (stereo not given)	0.3	66	0.1%	1.7%[50 µM]	-2.4%	i	22.6	1.2%	-0.2%	-1.1%	15.2%
CN(C)C(=O)c1cn(-c2ccccc2)nc1-c1cccc([N+](=O)[O-])c1	0.0	52	-0.3%	-1.1%	5.0%	i	47.8	8.2%	5.4%	0.4%	1.7%
CC(=O)c1ccc(N=Nc2ccc(N)cc2)cc1	2.3	48	0.1%	3.9%[50 µM]	6.4%	i	37.4	0.6%	-1.3%	6.0%	8.0%
COc1ccc(CC(=O)N2CCc3cc(OC)c(OC)cc3C2O)cc1OC (stereo not given)	-0.7	41	0.1%	0.2%	0.0%	i	8.1	3.8%	1.9%	-2.0%	4.8%
COc1ccc(Cn2c(C)c(C)c(C#N)c2NC(=O)Nc2cccc(Cl)c2)cc1	-1.7	79	-0.1%	1.4%	-2.3%	i	32.4	3.3%	2.0%	-2.1%	13.3%
Cc1nc2c(s1)sc1ccccc12	-2.0	45	-0.4%	0.8%	2.5%	i	28.6	15.0%	3.0%	-5.9%	9.7%
CCN1CCCC1CNC(=O)Cn1nc(C)n2c(cc3cc(C)ccc32)c1=O (stereo not given)	1.9	72	-0.1%	-0.1%	-1.8%	i	11.4	-5.6%	-0.1%	-7.2%	24.1%
Nc1cccc(-c2nc3ccc(C(=O)c4ccccc4)cc3[nH]2)c1	4.2	61	-0.6%	-0.1%	4.0%	i	37.7	8.9%	0.2%	8.0%	-0.8%	NS5 inhibitors pilot replicate=-3.7
O=C(CSc1ccccc1)Nc1ccncc1	0.1	75	-0.7%	-0.1%	-7.3%	i	25.4	0.0%	0.9%	1.3%	7.4%
